Compound activity (PubChem)
ARNT-TACC3 inh = ARNT/TACC3 interaction disruption. AlphaScreen His-ARNT PAS-B/GST-TACC3 binding, luminescence; TACC3 fragment carries E629A point mutation. inhibition, % at 9.99 µM. 390,000 tested, 0.66% active. AID 623870;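 active = mean inhibition of replicates at least 50% and at least half of replicates each reaching 50%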;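 note: 0% = complete ARNT plus TACC3 wells and 100% = ARNT alone without TACC3; many hits fall short of the cut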
GSIS activator = GLuc luminescence reporter in INS-1E cells, primary screen for activators of glucose-dependent secretion of insulin | INS-1E GLuc reporter insulin secretion, 2-3 h | activation, % at 16.6 µM | 370,000 tested, 0.61% active | AID 743287;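 active = lowest replicate activation of at least 40%, so every replicate reaches that level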;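 note: 0% = median of neutral control wells and 100% = median of IBMX positive control wells; some compounds called inactive have numbers as strong as hits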
RAD52 anneal inh = blocks human RAD52 DNA annealing | 360,000 tested, 0.46% active | P43351 | recombinant RAD52 DNA annealing, FRET fluorescence | inhibition, % at 18.7 µM;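 active = every replicate showing at least 50% inhibition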
Target sequence (P43351 whole entry, looked up): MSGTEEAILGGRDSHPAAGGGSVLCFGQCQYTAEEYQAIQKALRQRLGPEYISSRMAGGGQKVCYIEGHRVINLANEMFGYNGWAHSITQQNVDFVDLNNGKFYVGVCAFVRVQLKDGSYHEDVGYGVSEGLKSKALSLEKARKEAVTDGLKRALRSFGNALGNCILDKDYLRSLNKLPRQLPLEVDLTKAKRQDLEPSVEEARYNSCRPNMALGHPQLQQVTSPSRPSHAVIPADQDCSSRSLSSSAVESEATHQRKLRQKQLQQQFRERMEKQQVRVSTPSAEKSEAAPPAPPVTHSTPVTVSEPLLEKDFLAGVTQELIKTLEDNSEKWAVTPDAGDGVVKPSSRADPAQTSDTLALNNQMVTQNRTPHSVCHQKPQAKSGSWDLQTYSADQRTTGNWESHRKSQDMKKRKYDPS
RAD54 inh = blocks human RAD54 Holliday junction branch migration; Q92698; FAM/BHQ fluorescence; inhibition, % at 10.4 µM; 360,000 tested, 0.14% active; AID 602329;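 active = mean normalized replicate activity at least 40 and at least half of replicates scoring 40 or more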;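 note: 0% = median of neutral control wells and 100% = median of positive control wells; inhibitors cause a drop in the FAM fluorescence signal; in these data hits start at about 50%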
ERAP1 HTS inh = ERAP1 (human) enzyme inhibition. recombinant ERAP1, Leu-AMC fluorescence, 60 min. inhibition, % at 10.7 µM. 340,000 tested, 0.15% active. AID 652197;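 active = mean replicate inhibition of at least 30%, or all replicates individually reaching that 30% level; inactive = mean below 30% and not every replicate reaching it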;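 note: 0% = neutral control wells and 100% = L-leucinethiol positive control wells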
esBAF inh = blocks esBAF chromatin remodeling in mouse ES cells | Bmi1-luciferase knock-in reporter, 24 h; 100% = twice the neutral-well signal | reporter increase, % at 12.5 µM | 350,000 tested, 2% active | AID 602393; in the data active = activation above about 40%;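 note: 0% = median of the plate's neutral control wells and 100% = double that signal; a rise in the Bmi1 reporter signal indicates esBAF inhibition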
XiGFP reactiv = X-chromosome reactivation activator; activation, % at 7.58 µM; 360,000 tested, 0.055% active; XiGFP mouse fibroblasts, % GFP-positive cells imaging, 3 d; cells co-treated with 5-aza-dC sensitizer; scaled so ellipticine positive control = 100%; AID 743238;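 active = mean normalized replicate activation at least 10% and every replicate at or above 10%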;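 note: 0% = median of on-plate neutral control wells and 100% = ellipticine 6 µM median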
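System: 68-5-11 XiGFP fibroblast line | Buffer or medium: DMEM containing 5-aza-dC | Compound: Single point | Times: Compounds 3 days, fix/stain 15 min at room temperature | Benchmarks: Positive control ellipticine, 6 µM final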
F508del corr = correctors of CFTR F508del function in bronchial epithelial cells. CFBE cells, YFP halide quenching; stimulated with forskolin plus potentiator P3; % fluorescence drop versus neutral controls. activity (quench increase), % at 7.58 µM. 350,000 tested, 0.36% active. AID 720511;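 active = mean added fluorescence quench of at least 8% versus neutral control, with both replicates also reaching 8%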;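 note: cells transiently co-express mutant CFTR-F508del with the halide-sensitive YFP; corrector assay measuring rescue of mutant channel to the surface after 24 h compound exposure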
* marks the source's active call; other numbers are inactive results; · = not tested or not shown; & = joins results of further samples.

SMILES	ARNT-TACC3 inh	GSIS activator	RAD52 anneal inh	RAD54 inh	ERAP1 HTS inh	esBAF inh	XiGFP reactiv	F508del corr
C=CCn1cc(C(=O)OC)c(=O)c2cc(S(=O)(=O)N(CC)CC)ccc21	-1.2	30.6	-6.2	-2.9	-1.9	-0.2	·	-2.3
COCc1cc(=O)[nH]c(=S)[nH]1	-0.6	32.7	3.8	-6.1	2.0	·	0.9	·
O=C1C=C(c2ccc(-c3ccccc3)cc2)C[C@@H](c2ccc(Cl)cc2)C1	29.6	8.1	-10.1	-3.6	0.3	5.9	-0.1	0.3
CC=Cc1ccc2n(c1=O)C[C@@H]1[C@@H](CO)[C@H](C(=O)Nc3ccccc3)[C@H]2N1C(=O)CC1CC1 (mixture of isomers)	1.0	8.8	-9.7	-1.9	4.1	-1.4	0.2	0.4
Cc1noc(NS(=O)(=O)c2ccc(NC(=O)CCCOc3ccc(Cl)cc3Cl)cc2)c1C	-1.1	-6.0	-1.1	-12.6	-4.2	-1.1	·	·
COC(=O)C1=C(C(=O)OC)[C@@H]2N(C)c3ccccc3[C@@]23C[C@@H](CO)N(C(=O)NCCBr)C3=N1	1.6	2.8	-11.1	-3.1	-0.1	0.3	0.7	-1.5
Cc1ccccc1C(=O)Nc1ccccc1NC(=O)c1ccccc1C	-14.3	-7.6	-9.7	-2.2	1.2	-2.7	0.0	-0.3
O=c1[nH][nH]c2cc(=O)n(-c3ccc(Cl)cc3)nc12	·	-5.8	-19.2	-5.3	-6.0	-2.4	0.1	-4.8
COc1ccc2c(c1)CCc1cn3nc(C)cc3nc1-2	-63.4	25.3	-3.6	10.9	-3.2	1.5	0.1	0.3
CCC(=O)N1Cc2cc(C(=O)Nc3nccs3)nc(-c3cccc(-c4ccccc4OC)c3)c2[C@H]1CCO	-3.9	-8.5&10.7	9.7&-11.0	-6.2	3.4&-3.7	-2.4	0.0&0.0	1.4
O=C(C1CCCN(S(=O)(=O)c2cccc3nonc23)C1)N1CCN(c2ccccc2)CC1 (stereo not given)	5.5	-9.0	-8.5	1.7	0.7	5.8	·	-1.9
CCNC(=O)C[C@@H]1CC[C@H](NC(=O)C2CCOCC2)[C@@H](CO)O1	-1.1	2.4	-7.1	-16.9	-2.5	-1.4	-0.2	2.7
CC(C)(C)c1ccc(S(=O)(=O)NC(=O)C2(C)CCN2C(=O)Cc2ccc(Cl)cc2Cl)cc1 (stereo not given)	·	-22.3	-0.9	15.7	0.9	-4.7	-0.1	0.0
O=C(COC(=O)CCC(=O)c1ccc(F)cc1)Nc1ccc2[nH]c(=O)[nH]c2c1	25.0	-0.6	-8.4	-7.5	-1.2	0.5	-0.1	-0.2
COc1ccc(CN(C)C[C@@H]2OCCCC[C@@H](C)Oc3ccc(NC(=O)NC4CCCCC4)cc3C(=O)N([C@@H](C)CO)C[C@@H]2C)cc1	20.1	-25.0	2.2	-6.9	-4.9	-4.9	0.2	0.6
O=C(C[C@@H]1CC[C@H]2[C@@H](COC[C@H](O)CN2C(=O)C2CC2)O1)NCc1ccncc1	-5.9	10.8	-7.8	-2.7	2.5	-2.1	0.1	-1.0
CCN(CC(=O)NC1CCS(=O)(=O)C1)c1ccc(S(=O)(=O)N(CC)CC)cc1[N+](=O)[O-] (stereo not given)	-3.7	4.2	-5.8	8.7	1.4	6.7	0.0	-1.0
Cc1noc(C)c1S(=O)(=O)Nc1ccc2c(c1)C(=O)N([C@@H](C)CO)C[C@@H](C)[C@H](CN(C)S(=O)(=O)c1cn(C)cn1)OCCCC[C@@H](C)O2	-1.5	-13.4	-9.2	-6.4	1.4	6.0	0.0	-4.4
C[C@H](CO)N1C[C@H](C)[C@@H](CN(C)C(=O)NC2CCCCC2)Oc2c(NS(C)(=O)=O)cccc2C1=O	1.6&3.0	15.0	0.9&-2.7	6.0&0.8	1.8&0.4	-4.8&4.2	-0.4	-0.2&1.4
Cc1cc(C)n2c(NCc3ccccc3)c(CC(C)C)nc2n1	·	7.0	-8.1	·	12.3	·	0.1	5.7
CCOC(=O)c1cccc(NC(=O)Nc2ccc(OCC)cc2)c1	-3.5	0.0	-15.1	·	1.2	·	0.1	-1.1
Cc1ccc2c(=O)c(C(=O)NCc3cccs3)c[nH]c2c1	20.3	2.7	-8.8	-4.5	1.0	29.8	·	1.0
CO[C@@H]1CN(C)C(=O)c2cc(NS(C)(=O)=O)ccc2OC[C@H](C)N(C(=O)NC(C)C)C[C@@H]1C	·	1.0	·	·	·	1.4	-0.2	0.5
Cc1cccc(N(C)c2ccc3cc(S(=O)(=O)N4CCCC4)ccc3n2)c1	-6.8	8.9	-8.0	6.5	9.9	1.4	0.0	-1.7
Cc1noc(C)c1NC(=O)Nc1cccc2c1O[C@@H](CN(C)Cc1ccc(C(F)(F)F)cc1)[C@@H](C)CN([C@@H](C)CO)C2=O	1.1	-8.7	-16.9	3.1	1.8	-5.0	0.1	-2.0
CCc1ccccc1NC(=O)CN1CCN(C(=O)c2cccc(-n3cnnn3)c2)CC1	3.5	-2.4	-12.3	-0.5	-2.1	-6.3	0.2	-1.2
CCCCN1C(=O)C(=O)N(CC(=O)Nc2sc(CC)cc2C(=O)OCC)C1=O	-7.3	1.2	-3.2	5.7	0.6	-6.5	0.1	2.1
O=C(NCc1ccc(F)cc1)c1cc(S(=O)(=O)N2CCCCC2)ccc1Cl	-1.8	1.5	17.5	-2.9	-1.2	-0.5	0.2	2.1
NNC(=O)c1ccc2ccccc2n1	-2.8	-0.2	-11.9	·	0.0	·	0.1	0.0
CCC(CC)C(=O)NN(C(=O)c1ccncc1)C1CC(=O)N(c2ccccc2)C1=O (stereo not given)	-7.0	1.5	4.2	·	2.2	·	0.1	-1.2
Nc1ccc(C(=O)Nc2cccc(NC(=O)c3ccc(N)cc3)c2)cc1	-14.8	-2.3	-60.7	3.9	4.0	-8.9	0.1	-0.5
CCC(=O)Nc1nonc1-c1nc2ccccc2n1CCC(C)C	-3.1	3.7	-8.8	-2.1	-0.2	-8.7	·	·
CN(C)S(=O)(=O)c1cccc(NC(=O)c2cc3c(=O)n4ccccc4nc3s2)c1	22.5	1.3	-16.6	·	-1.7	-1.4	0.0	·
CC(C)[C@H](NC(=O)OCc1ccccc1)C(=O)OCC(=O)Nc1ccc(N2CCOCC2)cc1	3.4	6.5	-3.2	6.7	0.9	·	0.0	0.2
CC(=O)NC(c1ccco1)c1cc(F)c2cccnc2c1O (stereo not given)	57.5*	-6.9	-13.5	1.2	-0.7	-62.4	1.4	0.6
COc1ccc(CCNC(=O)C(=O)c2c[nH]c3ccccc23)cc1OC	-3.4	12.3	-3.1	1.2	-2.8	2.9	0.1	1.4
CCOC(=O)C1=CC[C@@H](c2ccccc2)[C@@]12CC/C(=C\c1ccccc1)C2=O	14.3	·	-5.3	-3.9	3.3	·	·	2.1
COc1ccc(S(=O)(=O)Nc2ccc3c(c2)CC(=O)N([C@@H](C)CO)C[C@H](C)[C@@H](CN(C)S(=O)(=O)c2ccc(F)cc2)O3)cc1	-3.1	-5.6&-10.4	2.3	-3.5	0.6	3.3	0.0&0.0	0.6
C/C(=N\Nc1cccc([N+](=O)[O-])c1)c1cc2ccccc2o1	-5.1	·	-9.4	·	2.6	·	-0.1	2.7
N#Cc1ccccc1S(=O)(=O)N1CCN(C(=O)CN2CCCC2c2cccs2)CC1 (stereo not given)	4.0	28.0	-29.1	-6.8	-2.7	3.4	0.0	0.5
CNC(=O)c1ccc(C)c(NC(=O)C2=C(C)OCCS2)c1	-16.2	-8.2	-1.3	10.4	-3.6	-1.6	0.0	1.1
NCC[C@@H]1CC[C@H](NC(=O)NC2CCCCC2)[C@H](CO)O1	-1.8	-1.3	1.8	-5.7	-1.9	4.9	0.5	2.3
CC(C)C(=O)NNC(=O)CSc1nnnn1C(C)C	-1.0	-5.5	-14.1	1.2	3.5	-4.0	0.1	-3.9
C[C@H]1CN([C@@H](C)CO)S(=O)(=O)c2ccc(-c3cccnc3)cc2O[C@H]1CN(C)C(=O)CC1CC1	-8.6	26.3	-4.2	15.2	-2.3	-3.9	-0.8	0.7
COC(CNC(=O)c1cn(C)c2ccc(S(=O)(=O)N(C)C3CCCCC3)cc2c1=O)OC	-2.1	-2.1	-10.1	1.1	-2.7	-6.9	0.0	-2.4
Cc1ccc(OCC(=O)Nc2ccccc2Sc2ccc(Cl)cc2)c([N+](=O)[O-])n1	5.8	-26.4	·	0.1	·	6.6	0.2	·
CC(C)NC(=O)N1CC(=O)N2[C@H](CO)[C@@H](c3ccc(C#CCN(C)C)cc3)[C@H]2C1	·	2.7	-15.8	·	-3.7	·	-0.1	-0.8
O=C(CCn1cnc2ccccc2c1=O)Nc1cccc(Cl)c1Cl	2.9	5.2	4.9	-1.2	1.9	-6.5	-0.7	1.2

Molecules above with a Cl atom, in the order listed:
SMILES	ARNT-TACC3 inh	GSIS activator	RAD52 anneal inh	RAD54 inh	ERAP1 HTS inh	esBAF inh	XiGFP reactiv	F508del corr
O=C1C=C(c2ccc(-c3ccccc3)cc2)C[C@@H](c2ccc(Cl)cc2)C1	29.6	8.1	-10.1	-3.6	0.3	5.9	-0.1	0.3
Cc1noc(NS(=O)(=O)c2ccc(NC(=O)CCCOc3ccc(Cl)cc3Cl)cc2)c1C	-1.1	-6.0	-1.1	-12.6	-4.2	-1.1	·	·
O=c1[nH][nH]c2cc(=O)n(-c3ccc(Cl)cc3)nc12	·	-5.8	-19.2	-5.3	-6.0	-2.4	0.1	-4.8
CC(C)(C)c1ccc(S(=O)(=O)NC(=O)C2(C)CCN2C(=O)Cc2ccc(Cl)cc2Cl)cc1 (stereo not given)	·	-22.3	-0.9	15.7	0.9	-4.7	-0.1	0.0
O=C(NCc1ccc(F)cc1)c1cc(S(=O)(=O)N2CCCCC2)ccc1Cl	-1.8	1.5	17.5	-2.9	-1.2	-0.5	0.2	2.1
Cc1ccc(OCC(=O)Nc2ccccc2Sc2ccc(Cl)cc2)c([N+](=O)[O-])n1	5.8	-26.4	·	0.1	·	6.6	0.2	·
O=C(CCn1cnc2ccccc2c1=O)Nc1cccc(Cl)c1Cl	2.9	5.2	4.9	-1.2	1.9	-6.5	-0.7	1.2
